# TAG inh – reduces triacylglycerol accumulation in H9c2 cells; Nile Red lipid (TAG) fluorescence; cells loaded with 200 µM oleic acid; inhibition, % at 12.5 µM; 230,000 tested, 0.66% active; AID 651582;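 active = pattern-corrected inhibition of lipid staining of at least 50% with the nuclear-stain viability signal not falling by more than 50%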;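 also: 0% = DMSO wells and 100% = triacsin C control wells; some results filed as inactive read as strong as hits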
# TAG inh DAPI viability – second read-out of TAG inh, no call of its own (marks repeat the call); DAPI nuclei signal change (viability), lower = more cytotoxic, %;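 whole-well DAPI fluorescence read on a plate reader as a viability signal; minus 50 percent equals half of cells still viable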
# * hit, by the source's call.
SMILES,TAG inh,TAG inh DAPI viability
O=C(CCS(=O)(=O)c1cccc2nsnc12)NCc1ccccc1,-21,14
CCOc1ccc(S(=O)(=O)N2CCN(C(=O)c3cc(S(=O)(=O)N4CCOCC4)ccc3C)CC2)cc1,-9,-1
CC(=O)c1cccc(NC(=O)c2ccc3c(=O)n4c(nc3c2)CCCCC4)c1,6,3
COCCNC(=O)c1onc(CSc2cccc(Cl)c2)c1C(=O)O,1,0
CCc1nc2ccc(C(=O)Nc3cccc(OCC(=O)N(C)C)c3)cn2c1N(C)C(=O)c1ccncc1,-4,18
COc1ccc(C(=O)c2ccccc2CN2C(=O)c3ccccc3C2=O)cc1,-7,4
Cc1cc(NC(=O)CSc2nc(-c3ccco3)cc(C(F)(F)F)n2)no1,66*,-25*
Cc1c(Cc2ccccc2)c(=O)oc2cc(OCc3nn[nH]n3)ccc12,0,1
CCn1c(C)nc2cc(C(=O)NN=Cc3ccc([N+](=O)[O-])cc3)ccc21,13,4
COC(=O)CC/C(=N/Nc1ccc(Cl)c(Cl)c1)C(=O)OC,4,14
CCOC(=O)C(=O)C1=C(N2CCOCC2)/C(=C\c2ccc(F)cc2)CC1,-15,0
COc1cc(/C=N/NC(=O)CCN2CCCCC2)ccc1O,-49,-2
COc1ccc(Cl)cc1S(=O)(=O)N1CCCC(C(=O)NCc2ccccc2)C1 (stereo not given),-12,7
CCCCC(=O)N(C)c1c(CC)nc2c(OCC(=O)C(C)(C)C)cccn12,4,-10
Fc1cccc(Cl)c1CSc1ccc(-c2cccnc2)nn1,-12,0
Cc1cccc(OCc2nnc(NC(=O)c3cccs3)s2)c1,-4,-1
COc1ccc(NC(=S)N(CCCN2CCCC2)Cc2cccn2Cc2ccc(Cl)cc2)cc1Cl,71*,-18*
COc1ccc(S(=O)(=O)N2CCN(CC(=O)NCCc3cccs3)CC2)cc1,-6,-4
O=C(/C=C/c1ccc2c(c1)OCO2)NCc1cn2cc(Cl)ccc2n1,15,2
CCc1nccn1-c1cc(C(C)(C)C)nc2c(-c3ccc(Cl)cc3)cnn12,21,18
CC(=O)c1c(C)n(-c2ccc(N(C)C)cc2)c2ccc(OCC(N)=O)cc12,-13,-1
COc1ccc(OCC(=O)N2CC3(C)CC2CC(C)(C)C3)cc1 (stereo not given),-9,-8
Cc1cc(C(=O)N2CC(C)CC(C)C2)c(C)o1 (stereo not given),2,0
CC1CCN(C(=O)C2CCN(S(=O)(=O)c3cccc4nsnc34)CC2)CC1,3,-5
CC(=O)NCCc1nc2ccccc2n1Cc1ccccc1,16,8
Cc1nc(SCC(=O)Nc2ccc(OCc3ccccc3)cc2)n[nH]1,-10,56
CC(C)CN1C(=O)C(=O)N(CC(=O)c2ccc[nH]2)C1=O,3,-3
CNC(=O)CN1C(=O)CSc2ncccc21,15,3
CCC(=O)N1CCN(c2ccccc2NC(=O)c2cccs2)CC1,-19,2
O=C(COC(=O)CNC(=O)c1ccc([N+](=O)[O-])o1)Nc1ncc(C(F)(F)F)cc1Cl,17,-9
O=C(CCNC(=O)Cn1cnc2ccccc2c1=O)NCC1CCCO1 (stereo not given),-2,-1
O=C(Nc1nc(-c2ccccn2)cs1)c1ccc2c(c1)OCCO2,10,-20
COCCN1C(=NCCCOC(C)C)N[C@@H](c2ccccc2)C(C(=O)OC)=C1C,6,0
O=C(COc1ccccc1)NC(=S)N1CCc2ccccc21,6,2
COc1ccccc1NC(=O)/C=C/c1ccc(OC)c(S(=O)(=O)N2CCOCC2)c1,14,-9
Cn1[nH]c(=O)c(Cl)c(Cl)c1=O,-10,4
C=CC[C@@H](CC(=O)NCCO)C(=O)N[C@@H](COC(=O)[C@@H](CC=C)CC(=O)OC(C)(C)C)Cc1c[nH]c2ccccc12,19,-6
OCCN(Cc1cccnc1)Cc1ccccn1,6,2
C=CCC[C@@H](Cc1ccc(F)cc1)C(=O)OC[C@@H](Cc1c[nH]c2ccccc12)NC(=O)[C@@H](CC=C)CC(=O)N(CCO)Cc1ccccc1,60*,6.5*
Cc1ccc(NC(=S)NCCO)c(C)c1,-2,2
CCCCS(=O)(=O)N1C2=NC(C(=O)OC)=C(C(=O)OC)[C@@H]3N(C)c4ccc(OC)cc4[C@]23C[C@H]1C(=O)OC,-12,6
COc1cc(Cl)c(C)cc1NC(=O)CN1C(=O)C2CC=CCC2C1=O (stereo not given),1,-10
Cc1[nH]n(C(C)(C)C)c(=O)c1Sc1ccccc1,0,-1
O=S(=O)(O)c1ccc(SCc2ccccc2)nc1,-4,2
Cc1ccc(N2CCN(CC(O)COC3CCCCC3)CC2)cc1 (stereo not given),-5,7
CCN(CC)CCNC(=O)c1ccc(NC(=O)/C=C/c2ccc3ccccc3n2)cc1,43,-33
COC(=O)c1cc(C)nc(Nc2nc(C(N)Cc3ccc(Cl)cc3)cs2)n1 (stereo not given),13,1
Cc1ccc(C(=O)NCC(=O)NC23CC4CC(CC(C4)C2)C3)cc1,-3,2
CC1(C)C2CCC1(C)C(NC(=O)/C=C/c1ccccc1)C2 (stereo not given),-7,-7
Cn1nc(C(=O)NCCc2ccc3c(c2)OCCO3)c2ccccc2c1=O,-17,11
O=S(=O)(c1ccc(NC2CCCCC2)cc1)N1CCOCC1,-4,-15
CC(=O)c1c(O)c2ccccc2n(C2CCCCC2)c1=O,-19,2
CC(C)C(=O)Nc1nnc(SCC(=O)NCc2ccc3c(c2)OCO3)s1,5,7
Cc1onc(-c2c(F)cccc2Cl)c1C(=O)OCC(=O)Nc1cccc(S(=O)(=O)N(C)C)c1,-2,-12
O=C(COC(=O)C12CC3CC(CC(Br)(C3)C1)C2)Nc1cccnc1Cl,11,-1
CN(C)S(=O)(=O)c1cccc(NC(=O)CCc2nc3cc(S(=O)(=O)N4CCOCC4)ccc3n2C)c1,4,6
Cc1cccc(-n2c(C)nc3cc(C(=O)NCCN4CCOCC4)ccc32)c1,-7,5
O=C1COc2ccc(C(=O)COC(=O)CNC(=O)c3ccccc3)cc2N1,5,-12
COc1cc(/C=N/NC(=O)c2cc(C34CC5CC(CC(C5)C3)C4)[nH]n2)ccc1O,-4,4
S=C(Nc1ccc2c(c1)OCO2)Nc1ccccc1Cl,-3,-3

# (more compounds)
SMILES,TAG inh,TAG inh DAPI viability
CC1(C(=O)Nc2cccc(NS(C)(=O)=O)c2)Cc2c(-c3ccc(C(N)=O)cc3)ccnc2O1 (stereo not given),-1,6
O=C1C(Cl)=C(Nc2ccccc2O)C(=O)N1CCc1ccccc1,-2,2
CN(C)CCOC(=O)C12CC3CC(CC(C3)C1)C2,-6,1
Nc1ccn([C@@H]2O[C@H](CO)[C@@H](O)[C@H]2O)c(=O)n1,-12,3
CC1Cc2nc(SCC(=O)Nc3nccs3)n(Cc3ccccc3)c(=O)c2S1 (stereo not given),3,0
CN(C)C=NC(=O)c1ccc([N+](=O)[O-])c(CS(=O)(=O)c2ccc(Cl)cc2)c1,0,-7
Cc1nc2ccccc2c(=O)n1NC(=O)CCC(=O)O,3,-4
O=C(NNC(=O)C1CC(=O)N(Cc2ccccc2)C1)c1ccc(Br)cc1 (stereo not given),-4,4
Cc1cccc(N2CCN(C(=O)c3ccc(Cl)c(S(=O)(=O)NCc4ccco4)c3)CC2)c1C,22,-7
O=C(NN=Cc1ccc(N2CCOCC2)s1)c1ccc([N+](=O)[O-])cc1,-12,-4
COc1cccc(-n2c(SCC(=O)NCCc3ccccc3)nnc2-c2ccoc2C)c1,-4,3
CCCCn1c(N)c(N(CC)C(=O)c2cc(S(=O)(=O)N3CCCCCC3)ccc2OC)c(=O)[nH]c1=O,3,-3
Brc1ccc(-c2csc(-c3c[nH]c4ccccc34)n2)cc1,17,-22
CCOCCCn1c(=NC(C)=O)c(C(=O)OCC)cc2c(=O)n3ccccc3nc21,-3,-3
O=[N+]([O-])c1cccc(-c2cc(C(F)(F)F)n3nc(-c4ccccc4)cc3n2)c1,21,-3
O=C(O)CSc1nccn1-c1cccc(Cl)c1,7,11
CCCN1C2CCCC1CC(NC(=O)c1ccccc1)C2 (stereo not given),7,-11
O=[N+]([O-])c1ccccc1C=NN1CCCCCC1,-17,7
O=C(CN1C(=O)C(=O)c2ccccc21)NC1CCCCC1,6,-9
Cn1cnnc1SCC(=O)NC1CC1,8,1
CCN(Cc1ccccc1)C(=O)c1ccc(C)c(S(=O)(=O)N2CCCCC2)c1,-25,9
CCC(C)c1ccc(S(=O)(=O)N2CCN(CC(O)COCC3CCCO3)CC2)cc1 (stereo not given),-4,3
COc1ccc(C)cc1NS(=O)(=O)c1cccc2nonc12,3,-9
Cc1nccn1CC(=O)c1ccc(O)c(O)c1,-9,-5

# Next section; it opens with the 4 that closed the last part.
SMILES,TAG inh,TAG inh DAPI viability
CCN(Cc1ccccc1)C(=O)c1ccc(C)c(S(=O)(=O)N2CCCCC2)c1,-25,9
CCC(C)c1ccc(S(=O)(=O)N2CCN(CC(O)COCC3CCCO3)CC2)cc1 (stereo not given),-4,3
COc1ccc(C)cc1NS(=O)(=O)c1cccc2nonc12,3,-9
Cc1nccn1CC(=O)c1ccc(O)c(O)c1,-9,-5
CC(C)CCn1cnc2c([nH]c3cccc(Cl)c32)c1=O,17,-12
CC(C)C[C@H]1CN=C(Nc2ccccc2)N1CC(C)C,-4,7
Cc1ccc(NC(=O)C2(C)CCCN(C(C)C)C2)cc1C (stereo not given),9,-8
COc1ccc2oc(C(=O)CCC(=O)O)c(N)c2c1,-22,1
Oc1ccccc1C1CC(c2cccs2)=NC(c2ccc(Cl)cc2)N1 (stereo not given),7,8
O=C(NCc1ccc(F)cc1)c1cc(C2CCCN(S(=O)(=O)c3ccccc3)C2)on1 (stereo not given),-3,0
Cc1ccc(NC(=O)CN2C(=O)NC(C)(CCc3ccccc3)C2=O)cc1 (stereo not given),-9,2
O=C(Nc1cccc(-c2ccc(N3CCOCC3)nn2)c1)c1ccccc1Cl,11,0
CC(=O)c1c(C)[nH]c(C(=O)CN(C)CC(=O)Nc2ccccc2Cl)c1C,-6,1
CCc1ccc([C@H]2C(C(=O)O)=C[C@@H](C(C)(C)C)N2S(=O)(=O)c2ccc(C)cc2)cc1,1,13
C[C@H](CO)N1C[C@H](C)[C@@H](CN(C)Cc2ccccc2)Oc2c(NS(=O)(=O)c3cn(C)cn3)cccc2C1=O,-8,-6
COc1ccc(Cn2cccc(NC(=O)Nc3ccc(C#N)cc3)c2=O)cc1,11,-5

# Reprinted at random: seven entries already listed.
SMILES,TAG inh,TAG inh DAPI viability
COc1ccc2oc(C(=O)CCC(=O)O)c(N)c2c1,-22,1
Cc1ccc(NC(=O)C2(C)CCCN(C(C)C)C2)cc1C (stereo not given),9,-8
Oc1ccccc1C1CC(c2cccs2)=NC(c2ccc(Cl)cc2)N1 (stereo not given),7,8
CC(C)C[C@H]1CN=C(Nc2ccccc2)N1CC(C)C,-4,7
CCc1ccc([C@H]2C(C(=O)O)=C[C@@H](C(C)(C)C)N2S(=O)(=O)c2ccc(C)cc2)cc1,1,13
CC(C)CCn1cnc2c([nH]c3cccc(Cl)c32)c1=O,17,-12
C[C@H](CO)N1C[C@H](C)[C@@H](CN(C)Cc2ccccc2)Oc2c(NS(=O)(=O)c3cn(C)cn3)cccc2C1=O,-8,-6

# Next results follow.
SMILES,TAG inh,TAG inh DAPI viability
Cc1ccc(/C=C/c2nc3ccccc3[nH]2)o1,-6,-1
O=C(Nc1nc(=O)c2ccccc2s1)c1ccc(Cl)cc1,-11,-19
CCOc1ccc2c(=O)c(-c3ccc4c(c3)OCCCO4)c(C)oc2c1,-46,2
Cc1cccc(-n2c(SCC(=O)N(C)C3CCS(=O)(=O)C3)nc3ccccc3c2=O)c1C (stereo not given),18,-4
CCOc1ccccc1N(CC(=O)N1CCOCC1)S(=O)(=O)c1ccccc1,2,-6
CCCCNC(=O)N1CCN(Cc2ccc(F)cc2)CC1,-4,2
O=C(CCc1nnc(CCCCc2ccccc2)o1)N1CCCCC1CCO (stereo not given),-4,5
CN(C(=O)Cc1ccccc1)n1cnnc1,-1,0
COc1cc2cc(CN(CCc3cccc(C)c3)C(=S)NCCCN(C)C)c(=O)[nH]c2cc1OC,40,31
COc1ccc(NS(=O)(=O)c2ccc(C)c(C(=O)NCCCn3ccnc3)c2)cc1,-4,0
COC(=O)CSC1=C(C#N)C(c2ccc(C(C)C)cc2)CC(=O)N1 (stereo not given),1,-8
CCN(CC(=O)Nc1ccc2c(c1)OCCO2)Cc1nc2cc(Cl)ccc2c(=O)[nH]1,8,0
COc1ccc(NC(=O)c2ccc3ncsc3c2)c2ccccc12,3,2
Cc1ccccc1N(CC(=O)N/N=C/c1ccc(Cl)cc1)C(=O)c1ccccc1,3,-8
Cc1ccccc1Cc1c(C)nc2nc(SCC(=O)NCc3ccco3)nn2c1C,15,-10
COc1ccc(-c2nnc(Nc3ccc(CC(N)=O)cc3)c3ccccc23)cc1,-27,5
COc1ccc2[nH]c3c(c2c1)CCN1C(=O)C(CC(=O)NCc2cccc(C(F)(F)F)c2)C[C@H](C(=O)N2CCCCC2)[C@@]31C (stereo not given in full),19,-7
C/C(Cn1nnc2ccccc21)=N\NC(=O)c1ccc(Br)cc1,-1,6
CC(C)C[C@H](NC(=O)c1[nH]cnc1C(=O)N[C@@H](C)c1ccccc1)C(=O)OCc1ccccc1,-6,-2
CC1C(=O)N2CCCc3cc(NC(=O)C(=O)NCCc4ccccc4)cc1c32 (stereo not given),-3,4
CCc1nc(CN2CCN(c3ccc(C(F)(F)F)cn3)CC2)c(C)[nH]1,-6,-3
CC(=O)Oc1ccc(Cn2c(C)c(C(=O)NCc3cccc(C(F)(F)F)c3)sc2=O)cc1,10,-1
O=C(Nc1ccc(F)cc1Cl)c1ccc2c(=O)n3c(nc2c1)CCC3,5,-1
COc1ccc(CN=CC2=C(O)CNC2=O)cc1OC,-3,-8
O=C(COc1ccc(Cl)cc1)N1CCN(c2cccc(C(F)(F)F)c2)CC1,1,1
COCc1cc(N2CCOCC2)nc(-c2ccccc2)n1,0,-2
O=C(N/N=C/c1ccco1)c1cc(-c2ccc(Cl)cc2)n[nH]1,16,-11

# Not all compounds are listed, so the mix of outcomes need not match the whole.
